# GPR7 antagonist: human neuropeptides B/W receptor 1 antagonism; AID 1861; P48145; inhibition, % at 4.4 µM; GPR7-expressing cells, fluorescence antagonist assay; 290,000 tested, 1.1% active; in the data active = inhibition above about 16%, passing the limit was not always enough;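 note: cells stimulated with the agonist NPW; 0% = agonist with vehicle and 100% = vehicle without agonist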
# FID counter: counter-screen for HCV NS3 helicase inhibitors: DNA intercalator displacement. 290,000 tested, 0.17% active. AID 1845. DNA fluorescent intercalator displacement, fluorescence. inhibition, % at 7.9 µM; in the data active = inhibition above about 37%;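 note: 0% = vehicle and 100% = reference compound; higher means more ethidium bromide displaced from hairpin DNA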
# M18AAP inhibitor: PfM18AAP enzyme inhibition | recombinant PfM18AAP, H-Glu-NHMec fluorogenic cleavage | inhibition, % at 7.35 µM | 290,000 tested, 1.2% active;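 active = inhibition above the campaign mean inhibition over all tested compounds plus 3 SD, cut at about 28% in these data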;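 note: 0% = plate median of test compound wells and 100% = 2 mM ZnCl2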
# MEKK2mut PB1 HTS: signal of MEK5 binding to mutant human MEKK2 PB1 domain; bead flow cytometry, Alexa488-MEK5 binding to MEKK2 mutant; percent response, % at 10 µM; 290,000 tested, 0.35% active; AID 1530; in the data active = percent response above about 24%, passing the limit was not always enough; note: inactives centre near 1; some results filed as inactive read as strong as hits; reference of the scale not given here
# OXTR agonist: human OXTR agonism; P30559; CHO-OTR cells, Fluo-8 calcium fluorescence; normalized: DMSO 0%, oxytocin 100%; activation, % at 3 µM; 320,000 tested, 0.32% active; AID 2435;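 active = activation above the mean of all tested compounds plus 3 SD, cutoff set per screening run, cut at about 20% in these data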;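 note: peak over basal fluorescence ratio from a 100 s FLIPR kinetic read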
# MEKK3 PB1 HTS: MEKK3-MEK5 PB1 interaction, increase or decrease; 290,000 tested, 1.4% active; bead-based flow cytometry, Alexa488-MEK5 binding to MEKK3; actives lie on both sides; 0 = blocked by unlabeled MEK5, 100 = vehicle; binding response (% of control), % at 10 µM;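 active = binding response more than 3 SD above or below the average of its plate-row segment, actives on both sides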;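 note: Alexa488 bead fluorescence after subtracting the streptavidin-only scavenger bead signal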
# Target sequence (Q99759 whole entry, looked up): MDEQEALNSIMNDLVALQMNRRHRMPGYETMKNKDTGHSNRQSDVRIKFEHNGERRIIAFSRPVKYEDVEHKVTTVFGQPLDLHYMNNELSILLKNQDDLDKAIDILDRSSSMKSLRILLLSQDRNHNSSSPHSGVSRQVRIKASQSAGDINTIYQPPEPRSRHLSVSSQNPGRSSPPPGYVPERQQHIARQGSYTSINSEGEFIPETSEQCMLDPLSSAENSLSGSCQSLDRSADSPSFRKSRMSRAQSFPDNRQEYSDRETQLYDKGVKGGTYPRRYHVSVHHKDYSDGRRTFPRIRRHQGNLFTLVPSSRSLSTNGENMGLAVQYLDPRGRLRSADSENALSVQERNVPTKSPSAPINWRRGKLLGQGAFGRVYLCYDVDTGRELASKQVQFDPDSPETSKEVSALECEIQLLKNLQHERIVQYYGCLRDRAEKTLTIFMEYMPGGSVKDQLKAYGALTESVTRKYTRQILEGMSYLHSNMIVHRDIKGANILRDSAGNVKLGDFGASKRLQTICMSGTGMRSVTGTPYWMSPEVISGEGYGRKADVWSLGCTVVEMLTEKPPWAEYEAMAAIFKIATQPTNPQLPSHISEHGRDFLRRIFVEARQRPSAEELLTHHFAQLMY
# MEKK2 WT-MEK5: raises or lowers MEK5 binding to wildtype human MEKK2 PB1 domain | binding response (% of control), % at 10 µM | 290,000 tested, 1.1% active | bead flow cytometry, Alexa488-MEK5 binding to MEKK2 WT; actives lie on both sides | Q9Y2U5 | AID 1531; in the data active = binding response below about 67% or above about 130%
# NALP1 inh: inhibitors of NALP1 inflammasome in yeast; inhibition, % at 10 µM; 280,000 tested, 0.61% active; S. cerevisiae NALP1/ASC/caspase-1 growth, X-gal OD620, 72 h; AID 2071; in the data active = inhibition mostly above about 24%, no sharp cut-off; inactive = mostly below about 32%; note: some compounds called inactive have numbers as strong as hits
# PHOSPHO1 inh: PHOSPHO1 (human) inhibition. inhibition, % at 13.3 µM. 290,000 tested, 1.1% active. Q8TCT1. recombinant PHOSPHO1, absorbance phosphatase assay; in the data active = inhibition above about 60%
# Target sequence (Q8TCT1 whole entry, looked up): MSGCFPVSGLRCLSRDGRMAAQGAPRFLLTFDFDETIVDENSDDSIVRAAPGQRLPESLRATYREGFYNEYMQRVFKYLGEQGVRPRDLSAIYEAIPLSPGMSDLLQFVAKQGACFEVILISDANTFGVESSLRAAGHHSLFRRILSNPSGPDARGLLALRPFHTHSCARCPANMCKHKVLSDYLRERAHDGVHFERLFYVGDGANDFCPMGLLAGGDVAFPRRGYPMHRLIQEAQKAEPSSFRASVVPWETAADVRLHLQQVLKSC
# An asterisk follows results filed as active; . = not tested or not shown.
# Order of results – GPR7 antagonist, FID counter, M18AAP inhibitor, MEKK2mut PB1 HTS, OXTR agonist, MEKK3 PB1 HTS, MEKK2 WT-MEK5, NALP1 inh, PHOSPHO1 inh
1. O=C(NCc1ccco1)C1Cc2cc(Cl)ccc2O1 (stereo unspecified)
→ -3, -9, -1, 4, -0.2, 103, 103, 14, 20
2. COC(=O)c1ccccc1CCC(C)=O
→ -8, -2, 1, ., -1.3, ., ., 18, 8
3. O=C(N/N=C/c1ccoc1)c1ccccc1F
→ 11, -5, -10, 9, 0.0, 104, 108, 3, 9
4. Cc1cc(C(=O)OCC(=O)NCc2ccc3c(c2)OCO3)c2ccccc2n1
→ 8, -11, -1, -3, -1.0, 98, 94, -17, 15
5. O=C(O)c1ccc(OCC(F)(F)F)nc1
→ 4, -1, -1, -3, 0.9, 97, 98, 12, 36
6. CC(=O)Nc1cccc(C(=O)NC2CCCc3c2cnn3-c2ccccc2F)c1 (stereo unspecified)
→ -13, -26, 0, 4, 0.9, 103, 105, 2, 45
7. COc1ccc(C)c2sc(N3CCCC3)nc12
→ -5, -9, -3, 4, -2.6, 105, 100, 22, 46
8. COCCn1c(=S)[nH]c2sc3c(c2c1=O)CCC(C)C3 (stereo unspecified)
→ -10, -23, -1, 7, -0.7, 103, 101, -7, -39
9. CSc1cccc(NC(=O)C2C3C=CC4(O3)C2C(=O)N(CCN2CCOCC2)C4C(=O)NC2CCCCC2)c1 (stereo unspecified)
→ -5, -1, 2, 1, 0.2, 103, 104, 14, 14
10. CCOc1ccc(Nc2oc(Cc3ccccc3)nc2C#N)cc1
→ 13, -15, -6, 10, -1.4, 107, 105, ., 13
11. CSc1ccc(/C=C(\NC(=O)c2ccc(C)cc2)C(=O)NN)cc1
→ -25, -21, -1, -5, 0.0, 101, 95, 12, 24
12. CCN(C(=O)CN1C=NS(=O)(=O)c2ccccc21)c1ccccc1
→ -2, -1, -9, -2, 0.7, 100, 101, 27, -8
13. O=C(CNC(=O)c1cccc(OC(F)F)c1)OCC(=O)c1ccccc1
→ -11, -4, 5, -6, 0.4, 94, 92, -10, -20
14. CCCn1c(=N)c(C#N)cc2c(=O)n3ccccc3nc21
→ -10, 4, -2, -4, 0.1, 105, 96, 4, -8
15. COc1ccc2ccccc2c1/C=N/NC(=O)c1nnn(-c2nonc2N)c1C(C)C
→ 6, -13, 12, -3, 1.1, 97, 98, 0, 7
16. COc1cc(-n2c(=O)c3ccccc3n(Cc3ccccc3)c2=O)cc(OC)c1OC
→ -2, -4, -5, 8, -0.7, 134*, 127, 16, -71
17. COc1ccccc1NC(=O)c1nn(-c2cccc(C(F)(F)F)c2)ccc1=O
→ -3, -6, 5, 18, -2.0, 98, 99, 2, -49
18. N#Cc1c(N)n(CCCN2CCOCC2)c2nc3ccccc3nc12
→ -3, 6, 0, 2, 0.8, 106, 107, 21, 0
19. CNCc1ccc(OCc2ccccc2)c(OC)c1
→ -7, 4, -6, 4, 2.5, 101, 107, 34, 14
20. O=C(CCN1C(=O)/C(=C/c2ccccc2F)SC1=S)N[C@@H](CO)Cc1ccccc1
→ -8, -47, -9, -10, 3.4, 93, 93, 27, 24
21. O=C(O)c1cc(-c2cccs2)nc2ccc(Br)cc12
→ -8, -7, -5, 3, 0.3, 105, 105, 6, 47
22. COc1ccccc1CNC(=O)CS(=O)(=O)c1ccccc1
→ -9, -2, 8, 3, -0.4, 94, 104, -2, 34
23. COc1ccccc1OCC#CCn1ccnc1
→ 4, 4, -12, -2, 1.1, 94, 93, 8, 20
24. O=C(CN1CCN(S(=O)(=O)c2ccc(Cl)s2)CC1)NCc1ccc(Cl)cc1
→ 6, -37, 2, ., 7.1, ., ., 1, 10
25. COc1ccc2[nH]c3c(c2c1)CCN1C(=O)N([C@@H](C)C(=O)NCc2ccco2)C(=O)[C@]31C
→ 4, -20, 2, -1, 0.1, 98, 98, -1, 29
26. CCn1cc(C(=O)NCCc2ccc(C)cc2)c(=O)c2cc(S(=O)(=O)N(C)C)ccc21
→ -11, -3, -4, -6, 0.3, 99, 100, 10, 14
27. COc1ccc(N2CCN(C(=O)c3csc4ccccc34)CC2)cc1
→ -4, -9, 2, 4, 1.1, 101, 99, -1, 51
28. O=C(NCc1ccco1)C(c1ccncc1)N(C(=O)Cc1cccs1)c1ccccc1 (stereo unspecified)
→ 1, -17, 6, 2, -3.0, 102, 98, -4, 28
29. O=C(CCc1ccccc1)N1CCN(c2ccccn2)CC1
→ 0, -12, 3, -1, -0.5, 101, 102, -13, 20
30. CCOC(=O)C(NC(=O)C1C(C)N1S(=O)(=O)c1ccc(C)cc1)C(=O)OCC (stereo unspecified)
→ -4, -22, -14, 10, -0.6, 104, 112, 8, 14

# Given with one line to a screen: 2 of the compounds above
12: CCN(C(=O)CN1C=NS(=O)(=O)c2ccccc21)c1ccccc1
13: O=C(CNC(=O)c1cccc(OC(F)F)c1)OCC(=O)c1ccccc1
Screen / compound no. | 12 | 13
GPR7 antagonist | -2 | -11
FID counter | -1 | -4
M18AAP inhibitor | -9 | 5
MEKK2mut PB1 HTS | -2 | -6
OXTR agonist | 0.7 | 0.4
MEKK3 PB1 HTS | 100 | 94
MEKK2 WT-MEK5 | 101 | 92
NALP1 inh | 27 | -10
PHOSPHO1 inh | -8 | -20

# Next part:
# Order of results – GPR7 antagonist, FID counter, M18AAP inhibitor, MEKK2mut PB1 HTS, OXTR agonist, MEKK3 PB1 HTS, MEKK2 WT-MEK5, NALP1 inh, PHOSPHO1 inh
31. Cc1cc(C)nc(Sc2ncnc(N)c2[N+](=O)[O-])n1
→ 0, -2, 50*, -4, -0.2, 79, 90, -4, -108
32. CCCC1(c2ccccc2)NC(=O)N(CCN2C(=O)c3ccccc3C2=O)C1=O (stereo unspecified)
→ -3, -12, -1, -2, 0.6, 94, 95, 15, 15
33. COc1ccc(C(=O)N2CCN(C(=O)c3ccc(-c4ccccc4)cc3)CC2)cc1OC
→ -10, -37, 0, -5, 2.0, 96, 96, 6, 19
34. Cc1sc2ncnc(N[C@@H](CCC(=O)O)C(=O)O)c2c1C
→ -8, -2, -19, 2, 0.5, 101, 102, 12, -18
35. COc1ccc(Cl)cc1NC(=O)CCNS(=O)(=O)c1cccc2nonc12
→ -6, -3, 1, -1, 0.3, 102, 99, -6, 35
36. Cn1c(SCC(=O)N2CCCc3ccccc32)nnc1-c1cccs1
→ -14, -14, -2, -6, -0.7, 92, 89, 9, 11
37. CC(=O)NS(=O)(=O)c1ccccc1
→ -9, 2, 0, -9, 0.7, 88, 95, -8, -8
38. COc1cc(NC(=O)Cn2cnc(S(=O)(=O)N3CCC(C)CC3)c2)cc(OC)c1OC
→ -3, -32, -2, 2, 0.7, 99, 106, -8, 21
39. O=C(CC(c1ccccc1)c1cc(Cl)ccc1O)N1CCOCC1 (stereo unspecified)
→ 2, -13, 4, -2, 1.4, 99, 95, 13, 38
40. CCOC(=O)N1CCN(CC(=O)Nc2cc(C)nn2-c2nc3ccccc3s2)CC1
→ -4, -6, 4, 3, -1.3, 103, 98, 44, 25
41. CCOc1cc(C2C(C(=O)c3ccc(C)o3)=C(O)C(=O)N2CCc2ccccc2)ccc1O (stereo unspecified)
→ -8, -37, 15, 8, -1.7, 107, 118, -5, 42
42. Cc1ccc(/C=N\NC(=O)COc2ccc(C)cc2[N+](=O)[O-])cc1
→ -6, -14, 4, 3, -0.8, 99, 95, -10, -25
43. COc1ccc(CN(C)C(=O)CCCNC(=O)c2ccc(Cl)cc2)cc1
→ -9, -24, 2, -4, -0.4, 96, 96, 22, 36
44. Cc1ccc(-c2nn(C)c(=O)c3ccccc23)cc1S(=O)(=O)N1CCCC1
→ -4, -17, 6, 13, -1.4, 104, 107, 34, -6
45. COc1cc2c(cc1OC)C(SC)=NC1(CCCC1)C2
→ -6, -4, 4, -2, -0.9, 101, 97, 5, 41
46. O=C(Nc1ccc2c(c1)OCO2)N1CCN(S(=O)(=O)c2ccc(Cl)cc2)CC1
→ 2, -12, 4, -8, 1.1, 79, 88, 27, 0
47. Cc1ccccc1C(=NC(=O)c1ccccc1)c1ccccc1
→ -5, -5, -7, -1, 0.2, 100, 97, 4, 14
48. COc1ccc(NC(=O)c2ccccn2)cc1OC
→ -1, -2, 3, -2, -0.5, 100, 99, 24, 6
49. CC1(C(=O)NCc2ccccc2)Oc2ccccc2NC1=O (stereo unspecified)
→ -9, -2, -5, 9, -0.9, 111, 105, 5, -1
50. CC(C)CC(=O)Nc1ccc(C(=O)CN2CCN(c3ccc(O)cc3)CC2)cc1
→ -3, -6, 17, 2, 0.2, 104, 103, 18, 23
51. Cc1nc2ccccc2c(-c2ccccc2)c1C(=O)c1ccccc1
→ 8, -24, -1, 0, -1.4, 98, 95, 5, -16
52. O=C(c1ccc2c(c1)OCCO2)N1CCN(c2ccccn2)CC1
→ -6, -18, -4, 9, 0.8, 105, 106, 2, 22
53. CC(=O)Nc1cccn(Cc2c(Cl)cccc2Cl)c1=O
→ -12, -3, 5, -1, 0.0, 101, 99, 14, 45
54. CCOCC(=O)Nc1ccc(OCc2ccccc2)cc1
→ -6, -10, -9, 3, 0.4, 99, 101, 8, 50
55. CC(=O)Nc1ccc(-c2csc(NC(C)c3ccccc3)n2)cc1 (stereo unspecified)
→ -14, 1, -3, 3, 0.7, 114, 111, 17, -14
56. N#Cc1ccc2[nH]cc(CCO)c2c1
→ -9, 1, 0, -7, 0.9, 95, 91, 21, -7
57. CC(C)C1=Nc2cccc3cccc(c23)N1
→ -10, 6, 3, ., -1.7, ., ., 12, -118
58. Cc1ccc(/C(N)=N/OC(=O)c2ccc(Cl)cc2Cl)cc1
→ -6, 3, -2, -2, 1.1, 97, 100, 50, 11
59. CC(=O)Nc1ccc(NC(=O)C2CCCN2C(=O)NCc2ccccc2)cc1 (stereo unspecified)
→ -21, -6, 1, 2, 0.7, 104, 104, 12, 27
60. Cc1ccc(S(=O)(=O)NNc2ccccc2)c(C)c1
→ -2, 0, -8, 0, 0.6, 102, 99, 4, 76*

# Structural class: the compounds so far with a furan ring, fused or not (5)
# Order of results – GPR7 antagonist, FID counter, M18AAP inhibitor, MEKK2mut PB1 HTS, OXTR agonist, MEKK3 PB1 HTS, MEKK2 WT-MEK5, NALP1 inh, PHOSPHO1 inh
1. O=C(NCc1ccco1)C1Cc2cc(Cl)ccc2O1 (stereo unspecified)
→ -3, -9, -1, 4, -0.2, 103, 103, 14, 20
3. O=C(N/N=C/c1ccoc1)c1ccccc1F
→ 11, -5, -10, 9, 0.0, 104, 108, 3, 9
25. COc1ccc2[nH]c3c(c2c1)CCN1C(=O)N([C@@H](C)C(=O)NCc2ccco2)C(=O)[C@]31C
→ 4, -20, 2, -1, 0.1, 98, 98, -1, 29
28. O=C(NCc1ccco1)C(c1ccncc1)N(C(=O)Cc1cccs1)c1ccccc1 (stereo unspecified)
→ 1, -17, 6, 2, -3.0, 102, 98, -4, 28
41. CCOc1cc(C2C(C(=O)c3ccc(C)o3)=C(O)C(=O)N2CCc2ccccc2)ccc1O (stereo unspecified)
→ -8, -37, 15, 8, -1.7, 107, 118, -5, 42

# The list goes on:
# Order of results – GPR7 antagonist, FID counter, M18AAP inhibitor, MEKK2mut PB1 HTS, OXTR agonist, MEKK3 PB1 HTS, MEKK2 WT-MEK5, NALP1 inh, PHOSPHO1 inh
61. CC(=O)Nc1ccc(C(=O)Cn2nnc3ccccc3c2=O)cc1
→ -7, -4, -2, 3, 0.9, 105, 105, 2, -2
62. Cc1ccc(CCNC(=O)CCNS(=O)(=O)c2ccc3c(c2)c(=O)n(C)c(=O)n3C)cc1
→ 13, -12, -6, 0, -1.3, 91, 95, 7, 15
63. COc1cc(/C=C/c2[nH]c(=O)[nH]c(=O)c2[N+](=O)[O-])cc(OC)c1O
→ -17, -1, 21, 5, ., 107, 105, 8, 29
64. O=C(Nc1ccc(NC(=O)c2ccco2)c(Cl)c1)c1ccccc1
→ -6, -8, -2, -7, -0.5, 98, 86, -21, 33

# Compound activity deposited in PubChem BioAssay by several laboratories.
